Compound activity: PubChem BioAssay, National Center for Advancing Translational Sciences (NCATS)
FLuc counter: inhibits or activates purified firefly luciferase, miR-21 counter-screen; purified FLuc, Km substrates, luminescence inhibition; Potency, µM (doses to about 57.5 µM), without a hit: at the highest dose activity change, negative = inhibition, most hits filed as inhibitors; 360,000 tested, 6.9% active; AID 588342;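 note: potency is the fitted concentration of half-maximal effect; plate controls were vehicle for no effect and reference inhibitor for full effect; nearly all actives have a fitted effect of over 55% in size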
Target sequence (P08659 whole entry, looked up): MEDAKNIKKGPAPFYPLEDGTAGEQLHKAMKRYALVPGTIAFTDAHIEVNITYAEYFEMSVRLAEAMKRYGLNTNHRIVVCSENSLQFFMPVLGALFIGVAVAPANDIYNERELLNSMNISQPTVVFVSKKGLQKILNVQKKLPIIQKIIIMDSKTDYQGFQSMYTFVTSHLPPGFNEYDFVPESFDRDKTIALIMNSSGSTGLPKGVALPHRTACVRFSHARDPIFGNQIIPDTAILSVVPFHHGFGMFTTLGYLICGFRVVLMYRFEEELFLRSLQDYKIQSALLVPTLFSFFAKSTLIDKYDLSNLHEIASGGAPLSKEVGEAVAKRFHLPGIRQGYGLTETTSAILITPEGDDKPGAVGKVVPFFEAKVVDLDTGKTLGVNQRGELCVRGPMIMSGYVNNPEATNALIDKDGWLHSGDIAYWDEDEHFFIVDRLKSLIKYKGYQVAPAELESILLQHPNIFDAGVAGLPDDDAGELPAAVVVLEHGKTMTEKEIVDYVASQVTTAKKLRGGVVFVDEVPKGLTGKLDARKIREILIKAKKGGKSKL
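Purified P. pyralis luciferase, 10 nM final, with Km-level 10 uM D-luciferin and 10 uM ATP in 50 mM Tris acetate pH 7.5, 10 mM Mg acetate, 0.01% Tween-20, 0.05% BSA; 6-point qHTS titration about 60 µM downward; luminescence read.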
RORgamma inh: ROR gamma (mouse) transcription inhibition; P51450; Drosophila S2 Gal4-RORgamma UAS-luciferase reporter, 20 h; Potency, µM (series often up to 53.6 µM), for the others: at the top dose activity change, negative = inhibition, actives largely listed as inhibitors; 310,000 tested, 5.4% active; note: potency is the fitted concentration of half-maximal effect; % is set by controls: 0 for no effect and ±100 for the full control effect; nearly all actives have a fitted effect of over 60% in size
Target sequence (P51450 whole entry, looked up, the tested form may be a part): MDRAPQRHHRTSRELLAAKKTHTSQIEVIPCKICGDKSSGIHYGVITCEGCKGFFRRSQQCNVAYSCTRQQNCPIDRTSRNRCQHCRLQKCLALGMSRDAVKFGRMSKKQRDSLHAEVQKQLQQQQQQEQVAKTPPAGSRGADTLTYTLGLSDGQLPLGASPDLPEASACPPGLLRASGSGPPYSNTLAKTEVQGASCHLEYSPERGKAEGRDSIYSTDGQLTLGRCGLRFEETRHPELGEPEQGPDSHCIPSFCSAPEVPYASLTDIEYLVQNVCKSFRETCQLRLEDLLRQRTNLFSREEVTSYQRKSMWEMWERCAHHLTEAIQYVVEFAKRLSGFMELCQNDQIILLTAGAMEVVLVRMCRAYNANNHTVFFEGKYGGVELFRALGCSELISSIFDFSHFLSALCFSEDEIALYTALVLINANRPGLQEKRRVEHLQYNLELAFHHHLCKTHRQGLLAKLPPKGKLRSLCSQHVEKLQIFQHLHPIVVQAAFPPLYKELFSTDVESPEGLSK
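Luciferase reporter read in Schneider cells carrying Gal4-RORγ (mouse) and UAS-Photinus luciferase; cells given compound 1 h before 700 uM copper sulfate induction, then incubated 20 h at ambient temperature.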
Rab9 prom act: activators of Rab9 promoter; Potency, µM (doses to about 9.22 µM), inactives show top-dose activation, negative = inhibition, usual class: activators; Huh7 Rab9 promoter-luciferase reporter, luminescence, 24 h; AID 485297; 320,000 tested, 2.8% active; note: potency is the fitted concentration of half-maximal effect; % of control where 0% means no effect; nearly all actives have a fitted effect of over 60% in size
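Cell-based reporter: Huh7 stable for Rab9 promoter-driven luciferase, plated in reduced-serum medium with 10% FBS at 1500 cells/well, compound-treated 24 h at 37 °C, luminescence read after 10 min reagent.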
KCNH2 3.1 block: KCNH2 3.1 (human) potassium channel inhibition; U2OS KCNH2 3.1, thallium flux FluxOr; hits give low values; activity change, % (tested at about 1.8 µM); 340,000 tested, 0.95% active; AID 720553;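 active = maximum activity change below -70%; inconclusive = maximum activity change from -70% to -50%; inactive = maximum activity change above -50%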;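 note: thallium influx rate constant from kinetic fluorescence after stimulation buffer; % is set by controls: 0 for no effect and ±100 for the full control effect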
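Thallium flux read-out: FluxOr dye with Red40 quencher in HBSS/HEPES, 45 min at RT. Rate constants from kinetic reads were normalized to positive and negative DMSO controls. Cells: U2OS virally expressing the 3.1 isoform.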
Menin-MLL TR inh: menin-MLL binding inhibition, Texas Red mutant peptide. O00255. Menin + Texas Red MLL mutant peptide, fluorescence polarization. Potency, µM (doses to about 61.6 µM), without a hit: at the highest dose FP activity change, negative = inhibition, actives largely listed as inhibitors. 270,000 tested, 0.23% active. AID 1768; active = well fitted inhibition curve with a large enough effect in the polarisation, with a control signal flat, not every such curve was filed as active; inconclusive = small, poorly fitted or top-dose-only effect, or effect the other way, or a change in a side signal; inactive = no such curve, though single readings can be large or run the other way; the % refers to the polarisation; note: potency is the fitted concentration of half-maximal effect; % of control where 0% means no effect; many of its hits are not listed in these tables
ELG1 DNA repair: ELG1-dependent DNA repair inhibition | HEK293T ELG1-luciferase reporter, luminescence, 16 h; DNA damage induced by 5-fluorouridine | 330,000 tested, 2.3% active | Potency, µM (highest dose often 46.1 µM), without a hit: top-dose activity change, negative = inhibition, hits mostly inhibitors; note: potency is the fitted concentration of half-maximal effect; % is set by controls: 0 for no effect and ±100 for the full control effect; nearly all actives have a fitted effect of over 55% in size
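Overnight (16 hr) co-exposure of 2,000 cells/well to 5-fluorouridine and compound at 37 °C preceded detection. Luciferase was quantified via ONE-Glo luminescence; loss of signal denotes inhibition.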
PKM2 activator: PKM2 (human) enzyme activation; P14618; purified PKM2, Kinase-Glo ATP luminescence, activation; response scale: 0% is enzyme alone, no compound; Potency, µM (titrated, usually from 57.5 µM), without a hit: at the top dose activation, actives largely listed as activators; AID 1631; 260,000 tested, 0.34% active; note: potency is the fitted concentration of half-maximal effect; % is set by controls: 0 for no effect and ±100 for the full control effect; nearly all actives have a fitted effect of over 55% in size
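hPK-M2, >95% pure; 0.1 mM ADP / 0.5 mM PEP final; imidazole pH7.2 buffer w/ 7 mM MgCl2, 50 mM KCl; 1 h RT; Kinase-Glo lum. Intermediate enzyme activity for dual inhibitor/activator qHTS.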
MBNL1 CUG block: inhibitors of human MBNL1 binding to CUG repeat RNA | Q9NR56 | TR-FRET MBNL1-His/biotin-(CUG)12 binding, 665/545 ratio | Potency, µM (series often up to 57.5 µM), for inactives: at the highest dose activity change, negative = inhibition, usual class: inhibitors | 280,000 tested, 0.036% active | AID 2675; active = well fitted inhibition curve with a large enough effect in the signal ratio, with a control signal flat, not every such curve was filed as active; inconclusive = small, poorly fitted or top-dose-only effect, or effect the other way, or a change in a side signal; inactive = no such curve, though single readings can be large or run the other way; the % refers to the signal ratio; note: potency is the fitted concentration of half-maximal effect; % is set by controls: 0 for no effect and ±100 for the full control effect
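TR-FRET readout: Ex 340 nm, 665/545 nm emission ratio, normalized to buffer-only (basal) and MBNL1-(CUG)12 controls. Complex of MBNL1-His with Biotin-(CUG)12, compounds 92 nM–58 uM, incubated 60 min at room temperature.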
Gal4-VP16 FLuc: counter-screen for ROR gamma inhibitors: Gal4-VP16 reporter; Drosophila S2 Gal4-VP16 UAS-luciferase, luminescence, 20 h; Potency, µM (highest dose often 53.6 µM), inactives show at the highest dose activity, negative = inhibition, usual class: inhibitors; 310,000 tested, 3.5% active;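 note: Gal4-VP16 expression switched on by copper sulfate through the metallothionein promoter; potency is the fitted concentration of half-maximal effect; % is set by controls: 0 for no effect and ±100 for the full control effect; nearly all actives have a fitted effect of over 50% in size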
Mito fusion act: blocks mitochondrial division or promotes mitochondrial fusion; S. cerevisiae fusion-defective mutant growth rescue, CellTiterGlo 48 h; Potency, µM (series often up to 46.1 µM), for the others: top-dose growth rescue (activation), most hits filed as activators; 320,000 tested, 0.23% active; AID 485298;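 note: potency is the fitted concentration of half-maximal effect; % of control where 0% means no effect; nearly all actives have a fitted effect of over 45% in size; temperature-sensitive fusion mutants such as fzo1-1 at 37 °C on non-fermentable ethanol glycerol medium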
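Yeast fusion mutant, YPEG (non-fermentable carbon), compound, 48 h at 37C non-permissive; CellTiterGlo added, 10 min RT, luminescence read. Rescued growth = division inhibition.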
NPC1 promoter act: NPC1 promoter activation | Potency, µM (doses to about 9.22 µM), without a hit: at the top dose activation, hits mostly activators | Huh7 NPC1 promoter luciferase reporter, 24 h | 320,000 tested, 2.4% active;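 note: potency is the fitted concentration of half-maximal effect; % of control where 0% means no effect; nearly all actives have a fitted effect of over 60% in size; reporter is driven by a mutant NPC1 promoter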
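Luciferase expression driven by the NPC1 promoter was measured in stably transfected Huh7 cells after a 24 h compound incubation, using a luciferase reagent and a luminescence read.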
* marks the source's active call; other numbers are inactive results; ? = inconclusive; nt = no result given; & = joins results of further samples; [ ] = another dose, or the depositor's remark. Unless noted, calls come from the whole dose curve; as a rule, active = well fitted curve in the direction sought with a large enough effect; inconclusive = small, poorly fitted or top-dose-only effect, or another doubt; inactive = no such curve, though single readings can be large; an effect the other way counts as inactive or inconclusive. Only part of the results is shown. The share of hits here may be higher or lower than overall.

SMILES	FLuc counter	RORgamma inh	Rab9 prom act	KCNH2 3.1 block	Menin-MLL TR inh	ELG1 DNA repair	PKM2 activator	MBNL1 CUG block	Gal4-VP16 FLuc	Mito fusion act	NPC1 promoter act
CCC1Oc2ccccc2N(CC(=O)NCc2cccs2)C1=O (stereo unspecified)	6%	22%	3%	-3	-7%	2%	0%	-11%	2%	1%	1%
COc1cccc(C2CC(C(F)(F)F)n3nc(C(=O)NCc4cccnc4)cc3N2)c1 (stereo unspecified)	2%	-8%	3%	0	-6%	?	1%	3%	0%	-2%	-1%
O=C(OCC#CCSc1nnc(-c2cccc3ccccc23)o1)c1ccco1	3%&-7%	-19%	-3%&-3%	-10	-1%	3%	-3%	-4%	-1%	-4%&-3%	12%&3%
CC[N+]1(CC)CC2CCC(C)(C1)C2(C)C (stereo unspecified)	3%	16%	6%	-3	11%	?	10%	-4%	-7%	10%	1%
CCc1nnc(NC(=O)Cc2cc(OC)c(OC)c(OC)c2)s1	2%	8%	-2%	-15	-29%	-9%	11%	-3%	11%	-7%	-2%
COc1cccc(NC(=O)Cn2c3ccccc3c3nc4n(c(=O)c32)CCS4)c1	-5%	1%	4%	-3	-1%	?	nt	19%	-11%	-3%	-9%
COc1ccc(OC)c(NC(=O)C2=C(C)Nc3ncnn3C2c2cccs2)c1 (stereo unspecified)	-4%	4%	-4%	-2	0%	?	-5%	4%	-11%	0%	-1%
COc1ccccc1NC(=O)Cc1noc(CSc2cccc[n+]2[O-])n1	0%	28%	-8%	0	nt	?	3%	1%	-20%	0%	-1%
O=C(CCc1c[nH]c2ccccc12)NCc1cccc(Cl)c1	0%	-16%	2%	20	16%	0%	7%	-4%	5%	18%	-2%
Cc1nonc1CN(C)C(=O)CC1C(=O)NCCN1Cc1c(F)cccc1Cl (stereo unspecified)	1%	20%	-1%	-5	23%	16%	2%	5%	-2%	5%	-3%
O=C(CN1CCCc2ccccc21)NC(=O)NCc1ccccc1	5%	-12%	-1%	-2	nt	-4%	-1%	-5%	-12%	-5%	-2%
Cn1c2ccc(F)cc2c2nnc(SCC(=O)Nc3cccc(O)c3)nc21	9.5µM*	?	1%	6	21%	-7%	0.32µM*	?	-16%	3%	4%
Cc1cc(C(=O)N(C)CC(=O)Nc2cccc(F)c2)no1	0%	nt	2%	-24	nt	3%	nt	nt	nt	-4%	1%
CC(C)CCn1c(=O)c2sccc2n2c(CCCC(=O)N3CCN(c4ccccn4)CC3)nnc12	0%	35%	0%	-3	nt	-14%	nt	4%	-12%	3%	-8%
COCCCn1c(SCC(=O)Nc2ccc(NC(=O)c3ccco3)c(OC)c2)nc2ccccc2c1=O	5%	?	2%	1	36%[activator]	-13%	?	10%	?	-1%	-3%
CC(=O)Oc1ccc(/C=C2/CCc3ccccc3C2=O)cc1	0.6µM*	8.9µM*	15%	-3	nt	?	-41%	nt	10µM*	-2%	-4%
CCN(CC)S(=O)(=O)c1cccc(NC(=O)COC(=O)/C=C/c2ccco2)c1	-13%	32%	-6%	4	?	2%	20%	4%	-20%	13%	-3%
CCOC(=O)N/N=C/c1cc(OC)c(O)c(OC)c1	3%	-2%	-1%	8	19%	-3%	6%	9%	-1%	0%	0%
CCN(CC(=O)Nc1ccccc1C(F)(F)F)C(=O)c1oc2ccc(OC)cc2c1C	17µM*	nt	-2%	-28	nt	?	nt	nt	nt	12%	6%
Cc1ccc(S(=O)(=O)NC(=O)Nn2c(C)nnc2C)cc1	5%	-11%	-5%	-1	22%	9%	2%	7%	8%	-1%	-3%
Cc1cc(C(=O)Cn2cc(C(F)(F)F)ccc2=O)c(C)n1-c1ccccc1	?	17%	-3%	3	-20%	16%	-7%	-14%	?	1%	0%
COc1cc2c(cc1OC)C(c1cc3ccccc3oc1=O)=NC(C)(C)C2	3%	3%	-2%	6	-8%	?	-7%	?	8%	2%	-3%
CCOc1cccc(CN2CCC(N3CCC(C(=O)NCC4CCCO4)CC3)CC2)c1 (stereo unspecified)	0%	-2%	-5%	2	nt	2%	nt	-1%	6%	0%	-17%
CC(=O)c1cccc(NC(=O)CSc2ccc(-c3sc(C)nc3C)nn2)c1	13µM*	-5%	-3%	nt	nt	23µM*	6%	27%	0%	2%	-5%
CSc1ccccc1OCc1cc(C(=O)NC(C)c2cnn(C)c2)no1 (stereo unspecified)	-5%	1%	6%	1	nt	18%	-12%	33%[activator]	2%	1%	1%
CCOc1ccccc1-c1nc2c(C(C)(C)C)nn(C)c2c(=O)[nH]1	0%	6%	-5%	nt	14%	12%	1%	8%	-1%	3%	-2%
Cc1nnc(NC(=O)c2ccccc2NC(=O)c2ccccc2)s1	8.5µM*	18µM*	-2%	18	nt	?	-4%	1%	-17%	5%	1%
CCOc1ccc(C2CC(c3ccccc3C)n3ncnc3N2)cc1 (stereo unspecified)	0%	-20%	-5%	-2	2%	1%	4%	-5%	-1%	-1%	5%
CCN(C(=O)COC(=O)c1cc(-c2cccc3ccccc23)nc2ccccc12)C1CCS(=O)(=O)C1 (stereo unspecified)	-9%	23%	2%	-15	9%	-28%	-1%	55%[activator]	7%	-2%	0%
CCOc1c2ccccc2nn1CCOC	-1%	nt	1%	4	nt	4%	nt	nt	nt	-7%	-2%
S=c1[nH]nc(-c2ccc(Cl)cc2)n1/N=C/c1cccs1	-1%	3.5µM*	-2%	4	nt	0%	0%	5%	-20%	2%	2%
COc1ccccc1C(=O)Nc1nc2nc(-c3ccccc3)cc(=O)n2[nH]1	?	-16%	0%	-1	-1%	?	-6%	-5%	-6%	-6%	1%
CCC(=O)Nc1c(C(=O)Nc2cccc(OC)c2)oc2ccccc12	-17%	31%	?	-5	?	1%	1%	21%	17%	2%	27%
COC(=O)c1cc(=O)cc(C(=O)OC)o1	0%	-39%	2%	8	-3%	21%	7%	10%	-4%	-3%	-2%
CCC(=O)Nc1ccc(C(=O)Nc2cccnc2)cc1	?	25%	-1%	-9	-1%	?	1%	-8%	-1%	3%	11%
Cc1cc(C)nc(Nc2ncc(O)n2-c2ccc(Br)cc2)n1	0%	2%	-11%	15	0%	?	5%	1%	14%	-1%	-2%
N#CCc1ccc(OC(=O)c2cnccc2C(F)(F)F)cc1	-1%	0%	-6%	5	-12%	-7%	nt	-3%	7%	-4%	-2%
Cc1ccc(S(=O)(=O)CC(=O)N2CCN(c3ccccc3F)CC2)cc1	-1%	6%	11%	nt	-1%	2%	-2%	-9%	2%	12%	-2%
Cc1nc(SCC(=O)N2CCN(c3ccccc3)CC2)c2oc3ccccc3c2n1	-9%	?	-1%	5	5%	?	0%	-4%	-6%	14%	-2%
O=C(COc1ccc2ccc(=O)oc2c1)Nc1ccc(CN2CCOCC2)cc1	-14%	-6%	0%	14	4%	10%	nt	-7%	-3%	0%	-1%
O=C(Nc1ccc(F)cc1F)N1CCCN(CCOc2ccccc2)CC1	4%	6%	-6%	0	nt	?	-4%	-12%	-1%	-1%	3%
O=c1[nH]c2ccc(S(=O)(=O)NCc3ccccc3)cc2[nH]1	-2%	-7%	-3%	11	1%	6%	29%	1%	5%	-7%	-8%
O=C(c1ccco1)N1CCN(/C(=N/S(=O)(=O)c2cccs2)c2ccccc2Cl)CC1	5%	2%	-4%	-1	9%	13%	10%	-3%	24%	-3%	0%
O=C(Nc1ccc2nc(SCc3ccc(Cl)cc3)sc2c1)c1ccccc1C(=O)N1CCOCC1	-17%	1%	-6%	-13	14%	?	1%	-8%	-1%	6%	-14%
COc1cccc(N2CC(C(=O)Nc3nnc(SCc4cccnc4)s3)CC2=O)c1 (stereo unspecified)	-1%	0%	-2%	-1	-1%	4%	3%	-9%	-2%	-17%	0%
Cc1ccc(Nc2nc3ccccc3s2)c(C)c1	0.6µM*	?	1.3µM*	-8	1%	?	0%	-6%	?	?	2µM*
CN(C(=O)COC(=O)CSc1ccc(C(N)=O)cc1[N+](=O)[O-])C1CCS(=O)(=O)C1 (stereo unspecified)	4%	nt	0%	3	nt	-7%	nt	nt	nt	1%	-2%
